Assay outcomes (PubChem)
TRHR enhancer: qHTS for Small Molecule Agonists and Allosteric Enhancers of Human TRH Receptor: Primary Screen for Enhancers. Thyrotropin-releasing hormone receptor (Homo sapiens), P34981. TRHR cells, fluo-8 calcium fluorescence, EC20 TRH enhancement. AID 493056, 2011. 360,000 tested, 0.66% active. enhancement, % at 2 µM; in the data active = enhancement above about 30%; also: 0% is about no effect
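TRHR-expressing cells loaded with fluo-8 calcium dye were read kinetically (ex 480/em 530) during compound addition, then stimulated with an EC20 of TRH (10 nM final). Enhancement of the Gq-mediated intracellular calcium response was scored.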
TRHR ag: qHTS for Small Molecule Agonists and Allosteric Enhancers of Human TRH Receptor: Primary Screen for Agonists. TRHR cells, calcium flux fluo-8, FDSS agonist mode. activation, % at 2 µM. 360,000 tested, 0.18% active. AID 493084, 2011; in the data active = activation above about 30%; also: 0% is about no effect
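Agonist-mode FDSS calcium read (Ex 480/Em 530, 1 s cycles) in 1536-well TRHR cells with fluo-8 dye, after 10-cycle baseline and 23 nL compound addition; TRH at EC20 (10 nM final) added afterwards for the enhancer phase.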
PI4K2A block: qHTS for small molecular inhibitors of PI4K2A; activity change, negative = inhibition, % at 76.9 µM; 420,000 tested, 0.13% active; Phosphatidylinositol 4-kinase type 2-alpha (Homo sapiens), Q9BTU6; purified PI4K2A, ADP-Glo luminescence, 1 h; hits give low values; AID 1346378, 2018; in the data active = activity change below about -50%; inconclusive = mostly about -30% to -49%;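 also: -100% = wells without enzyme as full effect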
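In this quantitative HTS, ADP production by PI4K2A was quantified luminescently after 1 h at ambient temperature; 100 microM adenosine served as plate-quality control.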
rTrxR1 inhibitor: qHTS Assay for Inhibitors of Mammalian Selenoprotein Thioredoxin Reductase 1 (TrxR1): qHTS | recombinant rTrxR1, NADPH fluorescence consumption, selenite substrate | Thioredoxin reductase 1, cytoplasmic (Rattus norvegicus), O89049 | 390,000 tested, 1% active | Potency, µM (series often up to 114 µM), inactives show at the top dose activity change, negative = inhibition, usual class: inhibitors | AID 588453, 2011; also: potency is read from the fitted curve at half-maximal effect; % is scaled to controls: 0 for no effect and ±100 for the full control effect; nearly all actives have a fitted effect of over 65% in size
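Rat TrxR1 (90 nM in the dispensed reagent) was pre-reduced with 400 uM NADPH for 5 min at room temperature, then incubated with compound for 15 min. After 400 uM selenite was added, NADPH fluorescence (Ex 340/Em 450 nm) was followed for 8 min.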
USP1 inh: Inhibitors of USP1/UAF1: Primary Screen. Ubiquitin carboxyl-terminal hydrolase 1 (Homo sapiens), O94782. AID 743255, 2014. Potency, µM (doses to about 57.1 µM), without a hit: at the top dose activity change, negative = inhibition, usual class: inhibitors. recombinant USP1/UAF1, Ub-Rhodamine cleavage fluorescence. 390,000 tested, 0.23% active; also: potency is read from the fitted curve at half-maximal effect; % is scaled to controls: 0 for no effect and ±100 for the full control effect; nearly all actives have a fitted effect of over 60% in size; inactives centre near -12
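High-throughput fluorogenic screen: 1nM USP1/UAF1 complex, Ub-Rho substrate 150nM final, 50mM HEPES pH 7.8 with 0.5mM EDTA, 0.1 mg/ml BSA, 1mM TCEP and 0.01% Tween-20.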
D2 ag: HTS Assay for Allosteric Agonists of the Human D2 Dopamine Receptor: Primary Screen for Agonists. HEK293 T-REx D2 cells, calcium flux agonist mode. 340,000 tested, 0.53% active. activation, % at 2 µM. D(2) dopamine receptor (Homo sapiens), P14416. AID 485358, 2010;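 active = activation over 3 SD above normal in the single-dose calcium agonist read, cut at about 30% in these data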; also: 0% is about no effect
Target sequence (P14416 whole entry, looked up): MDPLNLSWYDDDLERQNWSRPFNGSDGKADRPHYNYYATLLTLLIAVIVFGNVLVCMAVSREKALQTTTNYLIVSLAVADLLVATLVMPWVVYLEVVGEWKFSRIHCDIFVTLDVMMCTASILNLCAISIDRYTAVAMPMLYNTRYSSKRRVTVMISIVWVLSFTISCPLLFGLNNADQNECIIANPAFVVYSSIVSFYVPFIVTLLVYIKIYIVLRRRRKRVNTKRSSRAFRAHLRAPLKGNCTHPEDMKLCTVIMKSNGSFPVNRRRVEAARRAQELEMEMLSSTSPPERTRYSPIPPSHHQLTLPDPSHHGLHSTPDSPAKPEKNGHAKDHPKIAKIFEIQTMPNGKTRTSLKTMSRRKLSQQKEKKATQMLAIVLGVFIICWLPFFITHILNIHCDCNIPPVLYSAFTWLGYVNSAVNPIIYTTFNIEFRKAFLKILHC
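Tetracycline-induced HEK293 Trex cells with D2 receptor force-coupled to calcium signaling, plated overnight at 30 C and loaded with no-wash calcium dye. Calcium flux read kinetically for 180 s after compound addition; responses flag agonists.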
TrxR1 substrate: qHTS Assay for Substrates of Mammalian Selenoprotein Thioredoxin Reductase 1 (TrxR1): qHTS | 390,000 tested, 0.01% active | Potency, µM (titrated, usually from 114 µM), inactives show at the top dose activity change, negative = substrate turnover | Thioredoxin reductase 1, cytoplasmic (Rattus norvegicus), O89049 | purified TrxR1 substrate turnover, NADPH consumption readout; also: potency is read from the fitted curve at half-maximal effect; % is scaled to controls: 0 for no effect and ±100 for the full control effect; nearly all actives have a fitted effect of over 50% in size
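Rat TrxR1, dispensed at 90 nM, was prereduced with 400 uM NADPH (final) for 5 min at ~22 deg C, then incubated with compound 15 min before 400 uM selenite. A first-read NADPH fluorescence drop versus no-compound background flagged substrates.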
D2 antag: HTS Assay for Allosteric Antagonists of the Human D2 Dopamine Receptor: Primary Screen for Antagonists; inhibition, % at 10 µM; AID 485344, 2010; 340,000 tested, 2% active; HEK293 TREx D2 cells, calcium flux, dopamine EC80; in the data active = inhibition above about 30%; also: 0% is about no effect
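Tetracycline-induced HEK293 T-REx cells expressing D2 force-coupled to calcium signalling were dye-loaded, exposed to compound for 180 s, then challenged with an EC80 of dopamine; calcium flux was followed kinetically for a further 180 s.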
mIDH1 inhibitor: qHTS for Inhibitors of mutant isocitrate dehydrogenase 1 (IDH1): qHTS | Potency, µM (series often up to 76.6 µM), for the others: top-dose activity change, negative = inhibition, usual class: inhibitors | 390,000 tested, 0.093% active | IDH1-R132H enzyme, NADPH consumption, diaphorase/resazurin fluorescence | Isocitrate dehydrogenase [NADP] cytoplasmic (Homo sapiens), O75874 | AID 602179, 2012; also: potency is read from the fitted curve at half-maximal effect; % is scaled to controls: 0 for no effect and ±100 for the full control effect; nearly all actives have a fitted effect of over 65% in size
Target sequence (O75874 whole entry R132H, stated change not applied): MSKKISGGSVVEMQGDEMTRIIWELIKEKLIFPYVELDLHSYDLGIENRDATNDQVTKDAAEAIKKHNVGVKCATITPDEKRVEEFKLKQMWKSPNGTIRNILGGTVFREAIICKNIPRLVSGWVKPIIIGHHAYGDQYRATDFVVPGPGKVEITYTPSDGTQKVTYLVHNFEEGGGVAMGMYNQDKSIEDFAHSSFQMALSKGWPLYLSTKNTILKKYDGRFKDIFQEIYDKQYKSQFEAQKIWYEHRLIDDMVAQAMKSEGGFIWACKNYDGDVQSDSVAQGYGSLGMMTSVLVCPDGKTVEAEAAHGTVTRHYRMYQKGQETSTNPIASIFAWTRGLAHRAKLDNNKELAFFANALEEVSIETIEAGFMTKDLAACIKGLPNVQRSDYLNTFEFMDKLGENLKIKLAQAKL
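IDH1-R132H (0.5 ug/mL dispensed) in pH 7.5 Tris buffer was preincubated 30 min with compound, then given a substrate mix of 0.016 mM NADPH and 2 mM alpha-KG for 80 min at room temperature; remaining NADPH was read by diaphorase/resazurin fluorescence.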
Active calls of the source: *; ? = inconclusive; · = not tested or not shown; & = joins results of further samples; [ ] = dose if it differs, or a comment. Unless noted, calls follow the shape of the dose curve; as a rule, active = well fitted inhibition curve with a large enough effect; inconclusive = small, poorly fitted or top-dose-only effect; inactive = no such curve, though single readings can be large or run the other way.

molecule | TRHR enhancer | TRHR ag | PI4K2A block | rTrxR1 inhibitor | USP1 inh | D2 ag | TrxR1 substrate | D2 antag | mIDH1 inhibitor
O=C(CCCc1ccccc1)Nc1ccnn1C1CCN(Cc2ccc(Cl)cc2)CC1 | 0 | 0.1 | 3 | 24% | -14% | 0.1 | -2% | 35* | -2%
CCOC(=O)N1CCC(N2C(=O)c3ccccc3C2Nc2cc(C)cc(C)c2)CC1 (stereo unspecified) | 3 | -0.3 | 2 | 5% | -4% | 0.4 | -7% | 12 | -4%
CCOC(=O)Cn1cnc2c(nnn2-c2ccc(F)cc2)c1=O | 2 | -0.2 | -1 | 13%[57.1 µM] | -28% | 0.1 | 4%[57.1 µM] | 32* | 6%
Cc1ccc(C)c(OCc2cc(C(=O)N3CCN(c4ccccc4C)CC3C)no2)c1 (stereo unspecified) | 9 | 1.0 | 0 | -2% | -25% | 1.2 | -2% | 0 | 9%
CC1=C(C(=O)Nc2ccc(C)cc2C)C(c2cc(Br)ccc2F)n2ncc(C(=O)Nc3ccc(C)cc3)c2N1 (stereo unspecified) | -7 | 2.6 | 3 | 8% | -22% | 0.6 | 4% | · | 2%
C=CCn1c(SCC(=O)Nc2cc(C)on2)nnc1-c1ccccc1F | · | · | -2 | -6% | 1% | · | -9% | · | -3%
COc1ccc(OC)c(CNS(=O)(=O)c2cn(C)cn2)c1 | 1 | 1.1 | -1 | 38% | -5% | 1.3 | 1% | 0 | -4%
Cc1cc(C)n2nc(C(=O)Nc3ccc(S(=O)(=O)N4CCCC4)cc3)nc2n1 | -10 | 0.0 | -4 | 16% | -18% | 0.5 | 2% | 2 | -6%
O=C(Nc1nc(-c2ccccc2)c(-c2ccccc2)o1)c1ccc(F)cc1 | -1 | -0.5 | 9 | 2% | -21% | -1.2 | -1% | -2 | 0%
CCOc1ccc(C2=CSC3=NCCN23)cc1[N+](=O)[O-] | 4 | -0.6 | 7 | 13% | -18% | -1.4 | 6%[57.1 µM] | -1 | 3%
CCc1nc(C)cn1S(=O)(=O)c1cc(Br)c(C)cc1OC | -7 | -1.7 | -3 | 13%[57.1 µM] | -27% | -1.5 | 9%[57.1 µM] | -7 | 0%
O=C(CSc1ccc2nnc(-c3ccc(F)cc3)n2n1)N1CCCc2ccccc21 | -8 | -0.6 | -9 | 29%[57.1 µM] | -11% | -0.3 | 23% | 1 | 8%
O=S(=O)(Nc1nc2ccccc2nc1NCC1CCCO1)c1cccs1 (stereo unspecified) | 4 | 0.0 | 1 | -16% | -20% | 0.3 | -1% | -6 | 9%
O=C(NCc1ccco1)c1cc2cc(Br)ccc2o1 | 3 | -1.4 | 5 | 8% | -17% | 0.3 | -1% | 10 | 8%
O=C(N/N=C/c1ccc(N2CCOCC2)cc1)c1ccccc1NS(=O)(=O)c1cccs1 | 10 | -0.3 | 0 | 15%[57.1 µM] | -14% | 0.7 | -5%[57.1 µM] | 4 | 0%
COc1ccc2cc(C(=O)NCc3ccccc3)[nH]c2c1 | -7 | 0.0 | -2 | 4% | -12% | -1.6 | -1% | 13 | 0%
CN(C)c1ccc(/C=C(\NC(=O)c2ccccc2)C(=O)N/N=C/c2ccc(C(=O)O)cc2)cc1 | 3 | 1.1 | -4 | -19% | ? | -0.7 | -20% | 12 | 0%
O=C(NS(=O)(=O)Nc1ccc(Br)cn1)c1c[nH]c2ccccc12 | 1 | -0.6 | 2 | 13% | -25% | 0.2 | 5% | 2 | 0%
COc1ccc(CNC(=O)C2=C(C)C(=O)OC23CCN(C(C)=O)CC3)cc1 | 6 | -1.2 | -1 | -2% | 0% | 1.3 | 0% | · | 10%
O=C(CC1C(=O)NCCN1C(=O)Nc1ccccc1)Nc1cccc(Cl)c1 (stereo unspecified) | -2 | -0.2 | 3 | 27% | -14% | 0.8 | 5% | 3 | 3%
Cc1[nH][nH]c(=O)c1C(c1ccc(-c2ccc(Cl)c(C(=O)O)c2)o1)c1c(C)[nH][nH]c1=O | -4 | 1.4 | -59* | -23%[57.1 µM] | ? | · | -16%[57.1 µM] | · | 8%
C#Cc1ccc(CN2CCN(Cc3ccsc3)C(CCO)C2)cc1 (stereo unspecified) | -5 | 0.1 | -4 | -6% | -24% | -1.9 | 3% | 14 | 0%
CCOc1ccc(NC2OC(C)C(O)C(O)C2O)c([N+](=O)[O-])c1 (stereo unspecified) | 4 | -1.8 | 5 | 21%[57.1 µM] | -5% | · | -3% | · | -2%
COc1cccc(CNCc2ccc(OC)cc2OC)c1 | 1 | -0.1 | 8 | -6% | -24% | 0.7 | 4% | 23 | 8%
Cc1cc(NO)c(C(C)C)cc1N=O | 1 | -1.4 | 9 | -17% | -4% | 0.5 | -18% | -7 | 7%
CC(=O)c1ccc(N2CCN(c3ncnc4onc(C)c34)CC2)cc1 | -9 | 0.5 | 0 | 4% | -15% | 1.1 | -11% | · | -8%
CCn1c(=NC(=O)CSC(C)=O)sc2cc(OC)ccc21 | 6 | -1.4 | 0 | 1%[57.1 µM] | -6% | -0.2 | 5%[57.1 µM] | 2 | 3%
COc1ccc(N/C=C2\C(=O)CCc3c2oc2cc(Cl)c(O)c(Cl)c32)cc1 | -1 | 3.1 | 1 | 5% | -18% | 1.4 | -7% | -1 | 4%
COc1ccc([N+](=O)[O-])c(S(=O)(=O)c2ccccc2)n1 | 2 | 2.0 | -5 | ? | -16% | 0.8 | 1%[57.1 µM] | -5 | 1%
COc1cc(NC(=S)N2CCN(S(=O)(=O)c3ccccc3)CC2)cc(OC)c1 | 2 | -0.4 | 0 | 12% | -10% | · | -6% | · | -11%

Single records (already shown).
Entry for `Cc1cc(NO)c(C(C)C)cc1N=O` → TRHR enhancer = 1; TRHR ag = -1.4; PI4K2A block = 9; rTrxR1 inhibitor = -17%; USP1 inh = -4%; D2 ag = 0.5; TrxR1 substrate = -18%; D2 antag = -7; mIDH1 inhibitor = 7%
Entry for `CCOc1ccc(NC2OC(C)C(O)C(O)C2O)c([N+](=O)[O-])c1` (stereo unspecified) → TRHR enhancer = 4; TRHR ag = -1.8; PI4K2A block = 5; rTrxR1 inhibitor = 21%[57.1 µM]; USP1 inh = -5%; D2 ag = ·; TrxR1 substrate = -3%; D2 antag = ·; mIDH1 inhibitor = -2%

Part of the list above in order of formula weight, rising.
molecule | TRHR enhancer | TRHR ag | PI4K2A block | rTrxR1 inhibitor | USP1 inh | D2 ag | TrxR1 substrate | D2 antag | mIDH1 inhibitor
C=CCn1c(SCC(=O)Nc2cc(C)on2)nnc1-c1ccccc1F | · | · | -2 | -6% | 1% | · | -9% | · | -3%
Cc1cc(C)n2nc(C(=O)Nc3ccc(S(=O)(=O)N4CCCC4)cc3)nc2n1 | -10 | 0.0 | -4 | 16% | -18% | 0.5 | 2% | 2 | -6%
O=C(CCCc1ccccc1)Nc1ccnn1C1CCN(Cc2ccc(Cl)cc2)CC1 | 0 | 0.1 | 3 | 24% | -14% | 0.1 | -2% | 35* | -2%

(cont.)
molecule | TRHR enhancer | TRHR ag | PI4K2A block | rTrxR1 inhibitor | USP1 inh | D2 ag | TrxR1 substrate | D2 antag | mIDH1 inhibitor
COc1cccc(CN(c2ccccc2C(=O)O)S(=O)(=O)c2ccc(C)cc2)c1 | · | · | 5 | 9%[11.4 µM] | -20% | · | 11%[57.1 µM] | · | 4%
CCOC(=O)c1ccc(Nc2nc(C(=O)OCC)nc3ccccc23)cc1 | -4&20 | 0.5&-0.9 | -2&-6 | 8%&-8%[57.1 µM] | -5%&-16% | 0.2&0.8 | 5%&-25%[57.1 µM] | 8 | 0%&0%
CCOC(=O)c1cnc2c(OC)cccc2c1N1CCN(c2ccccc2F)CC1 | 0 | -3.6 | 4 | 12% | -18% | -1.0 | -6% | · | -18%
CCC(C)NC(=O)CN(c1ccc(OC)cc1)S(=O)(=O)c1ccccc1 (stereo unspecified) | -2 | 0.2 | -4 | 10%[57.1 µM] | 6% | -0.4 | 2%[57.1 µM] | -1 | 13%
CC(=O)Nc1cccc(-c2nc3ccccc3o2)c1 | 1 | 1.7 | -2 | 10% | -7% | 0.7 | 12% | 3 | -2%
Cc1ccc(NC2=C(N3CCCCC3)C(=O)c3ccccc3C2=O)cc1 | -6 | 0.3 | -25 | ? | ? | 0.9 | 12% | -6 | 8%
O=C(CN1C(=O)NC2(CCCCCC2)C1=O)Nc1ccccc1[N+](=O)[O-] | · | · | 3 | 7% | -1% | · | -4% | · | -7%
O=C(C1=C(O)C(=O)N(c2ncccn2)C1c1cccs1)c1ccco1 (stereo unspecified) | 0 | 1.9 | -5 | ? | -24% | 1.1 | 2%[57.1 µM] | 7 | 12%
C=CCn1c(CSc2nc3ccccc3s2)nnc1SCC(=O)NCc1cccnc1 | 5 | -0.5 | -1 | 4% | -10% | -0.2 | -1% | -10 | 4%
CCCCCN(C(=O)COC(=O)COc1c(C)cc(C)cc1C)c1c(N)n(CCCC)c(=O)[nH]c1=O | 11 | 0.8 | -1 | -5%[57.1 µM] | -7% | 0.4 | -9%[57.1 µM] | 0 | -13%
N#Cc1ccc(S(=O)(=O)Nc2ccc3ccccc3n2)cc1 | 2 | 0.1 | -6 | 16% | -17% | · | 6% | · | -2%

The order is random, and some 3.9% of all compounds hit somewhere here.
